# TIM10 inh: growth inhibitors of isogenic TIM10 control yeast, primary screen, counter-screen for tim10-1 yeast inhibitor project, luminescence, uHTS; S. cerevisiae TIM10 strain growth, BacTiter-Glo luminescence, 24 h; inhibition, % at 10 µM; hit rate 1.4% among 330,000;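 active = inhibition of 40% or more at the single tested concentration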;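 note: wild-type TIM10 isogenic control strain grown at permissive 25 °C; 0% = DMSO yeast wells and 100% = minimal medium wells without yeast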
# tim23-1 inh: growth inhibitors of tim23-1 mutant yeast, primary screen, luminescence, uHTS. hit rate 1.3% among 330,000. inhibition, % at 20 µM. S. cerevisiae tim23-1 growth, BacTiter-Glo luminescence, 24 h;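 active = growth inhibition of the mutant yeast at or above 50%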;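 note: temperature-sensitive mutant grown at 25 °C; plate controls were DMSO-treated mutant yeast for no effect and medium wells lacking yeast for full effect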
# XBP1 UPR activ: activators of adaptive XBP1 UPR arm, primary screen, cell-based, CHO-XBP1 luciferase reporter, luminescence, uHTS | hit rate 0.33% among 330,000 | AID 463104, 2010 | IRE1-XBP1 UPR activation; percent of tunicamycin response, DMSO as zero | activation, % at 20 µM;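 active = versus positive control, 20 µM dose yields 30% or more activation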;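 note: 100% = tunicamycin at 10 µg/mL and 0% = DMSO only wells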
#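 Material: CHO-XBP1 cells stably carrying IRE1-XBP1-driven luciferase reporter / Amount: 1000 cells per well / Compound: 20 µM, 1% DMSO / Times: 6 h treatment, 37 °C / Detection: luciferase luminescence / Measure: % activation of reporter signal versus tunicamycin and DMSO controls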
# Mdm2 MdmX PPI: inhibitors of human Mdm2-MdmX association, primary screen, cell-based, luminescence, split luciferase, SaOS-2, uHTS. Protein Mdm4 (Homo sapiens) + E3 ubiquitin-protein ligase Mdm2 (Homo sapiens), …. SaOS-2 split-luciferase Mdm2/MdmX complementation. inhibition, % at 8 µM. hit rate 3% among 330,000. AID 485346, 2010;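 active = inhibition of at least 50% at 8 µM in the primary screen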
# Target sequence (O15151 whole entry, looked up): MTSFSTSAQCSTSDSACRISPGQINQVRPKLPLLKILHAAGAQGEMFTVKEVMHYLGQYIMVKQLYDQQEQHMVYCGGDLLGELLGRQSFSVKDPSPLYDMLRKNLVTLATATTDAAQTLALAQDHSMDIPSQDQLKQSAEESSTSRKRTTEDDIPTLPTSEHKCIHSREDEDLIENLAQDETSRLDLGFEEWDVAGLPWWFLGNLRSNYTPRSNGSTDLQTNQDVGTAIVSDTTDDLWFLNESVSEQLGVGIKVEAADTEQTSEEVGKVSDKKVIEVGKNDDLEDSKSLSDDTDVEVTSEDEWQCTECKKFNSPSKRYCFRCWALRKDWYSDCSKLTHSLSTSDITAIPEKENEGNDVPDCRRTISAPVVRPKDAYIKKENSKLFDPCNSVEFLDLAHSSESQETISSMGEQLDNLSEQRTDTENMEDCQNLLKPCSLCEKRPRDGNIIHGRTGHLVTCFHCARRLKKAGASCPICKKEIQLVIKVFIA
# Target sequence (Q00987 whole entry, looked up): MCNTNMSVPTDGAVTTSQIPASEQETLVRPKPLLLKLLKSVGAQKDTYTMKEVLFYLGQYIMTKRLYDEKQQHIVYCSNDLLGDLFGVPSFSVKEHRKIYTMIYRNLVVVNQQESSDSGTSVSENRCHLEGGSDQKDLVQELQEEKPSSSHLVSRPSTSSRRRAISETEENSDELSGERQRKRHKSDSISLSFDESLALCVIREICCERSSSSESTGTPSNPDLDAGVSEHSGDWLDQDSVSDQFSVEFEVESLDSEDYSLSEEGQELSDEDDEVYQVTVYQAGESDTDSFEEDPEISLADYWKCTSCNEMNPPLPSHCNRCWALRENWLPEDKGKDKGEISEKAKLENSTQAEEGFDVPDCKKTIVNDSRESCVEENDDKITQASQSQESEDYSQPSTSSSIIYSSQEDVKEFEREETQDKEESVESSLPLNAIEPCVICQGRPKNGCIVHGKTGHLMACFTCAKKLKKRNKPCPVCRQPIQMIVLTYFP
# tim10-1 inh: growth inhibitors of tim10-1 mutant yeast, primary screen, luminescence, uHTS. S. cerevisiae tim10-1 ts strain growth, BacTiter-Glo, 24 h. inhibition, % at 20 µM. hit rate 2.2% among 330,000;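 active = inhibition of at least 40%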;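 note: mutant grown at 25 °C; 0% = DMSO wells with yeast and 100% = wells holding no yeast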
# 697 NFkB inh: inhibitors of PMA/ionomycin-induced NF-kB reporter, 697 cells, primary screen, B-cell NF-kB inhibitor project, cell-based, luminescence, uHTS; AID 435022, 2010; inhibition, % at 4 µM; 697 B-cell NF-kB luciferase reporter, 16 h; hit rate 0.33% among 330,000; in the data active = inhibition above about 35%
# UPR CHOP act: activators of apoptotic CHOP UPR arm, primary screen, cell-based, CHO-CHOP luciferase reporter, luminescence, uHTS; UPR activation; percent of tunicamycin response over DMSO baseline; hit rate 0.34% among 330,000; activation, % at 10 µM; AID 449763, 2010;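 active = at 10 µM dose, activation of 40% or more, normalized to positive control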;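 note: 100% = tunicamycin at 10 µg/mL and 0% = DMSO alone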
#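 Assay system: CHO-CHOP cells, stable luciferase reporter of PERK-eIF2a-CHOP signalling / Buffer or medium: F12 plus 10% serum / Compound dosing: one dose, 10 µM in 0.5% DMSO / Times: 6 h compound treatment, 37 °C / Technique: luciferase luminescence / Read-out: % reporter activation, DMSO baseline versus tunicamycin full activation / Benchmarks: tunicamycin and DMSO controls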
# Jurkat NFkB inh: inhibitors of induced NF-kB luciferase reporter, primary screen, TCR NF-kB activation inhibitor project, cell-based, luminescence, uHTS | Jurkat, PMA/ionomycin-induced NF-kB luciferase reporter | hit rate 0.53% among 330,000 | inhibition, % at 4 µM; in the data active = inhibition above about 50%
# Numbers without * were called inactive.
mol	TIM10 inh	tim23-1 inh	XBP1 UPR activ	Mdm2 MdmX PPI	tim10-1 inh	697 NFkB inh	UPR CHOP act	Jurkat NFkB inh
C#CCCOC(=O)N1C2=NC(C(=O)OC)=C(C(=O)OC)[C@@H]3N(CC=C)c4ccccc4[C@]23C[C@H]1C(=O)OC	0	6	1	6	14	-3	-1.5	12
COCCNC(=S)N1CCN(C(c2ccccc2)c2ccccc2)CC1	0	13	-3	6	21	0	0.4	-9
CCOC(=O)N1CCN(c2c(NCc3ccccc3Cl)c(=O)c2=O)CC1	-3	-6	-2	5	-1	14	2.1	7
Cc1ccc(C(c2sc3ncnn3c2O)N2CCCCC2)cc1 (stereo unspecified)	3	19	-2	-33	17	-19	3.7	14
CC(=O)c1cccc(NC(=S)N2CCN(c3ccccn3)CC2)c1	6	12	-9	15	17	11	0.0	16
Cc1cccc(NS(=O)(=O)c2ccc(C(=O)NCCCN3CCCC3=O)cc2)c1C	14	7	-1	7	16	5	2.4	11
O=S(=O)(NC1CC1)c1ccc(S(=O)(=O)N2CCCC(c3nc(-c4cccnc4)no3)C2)cc1 (stereo unspecified)	8	9	-2	-3	14	11	-0.1	19
CN1CCN(c2ccc(S(=O)(=O)N3CCCCC3)cc2NC(=O)Cc2ccc(Cl)cc2)CC1	-2	4	-1	33	3	-2	0.3	1
CN(C)C(CNC(=O)Cc1cccc(C(F)(F)F)c1)c1ccccc1 (stereo unspecified)	-11	8	-1	-6	19	-7	0.1	-9
CCCCN(C(=O)CSc1nc(CCC)cc(=O)[nH]1)c1c(N)n(Cc2ccccc2)c(=O)[nH]c1=O	8	11	-3	19	12	-8	-2.1	-10
CC(Sc1nnc(CNC(=O)c2ccccc2F)n1C)C(=O)Nc1nccs1 (stereo unspecified)	2	1	0	-6	-11	-22	-0.6	-30
COc1cc(C(O)CO)ccc1O (stereo unspecified)	-5	-2	-5	12	-5	33	-1.9	-2
CCCCc1nc2cc(C(=O)NCCc3cnn(C)c3)ccc2o1	8	16	-4	-3	21	-8	4.3	-4
CCCCn1c(N)c(N(CC)C(=O)c2cccc(S(=O)(=O)N3CCCc4ccccc43)c2)c(=O)[nH]c1=O	4	-3	-2	-26	7	11	-0.1	14
CC(C)Oc1cccc(C(=O)Nc2ccc(N3CCN(S(C)(=O)=O)CC3)cc2)c1	1	-8	-1	13	16	14	1.1	-9
O=C(Nc1cccc([N+](=O)[O-])c1)c1[nH]ncc1Cl	11	19	-2	-32	-10	-87	1.3	-79
COC/C=C/C1=CC2=CC(=O)C(C)(OC(=O)c3cnc4ccccc4n3)C(=O)C2=CN1C(CO)CO (stereo unspecified)	-1	-3	-2	13	-10	15	-0.9	0
COC(=O)c1ccc(NC(=O)CN2CCN(S(=O)(=O)c3ccc(Br)cc3)CC2)cc1	15	34	-1	12	46*	3	1.5	3
COc1cc2c(c(OCC(=O)NC(C)C)c1)C(=O)O[C@@H](C)CCCC(=O)CCCCC2	23	17	1	-14	35	3	1.1	-11
N#C/C(=C\c1ccc2c(c1)OCCO2)C(=O)Nc1ccc(C(=O)O)cc1	9	26	3	-15	1	-25	5.9	1
CCOc1cccc(/C=N/N2C(=O)CSC2=S)c1O	25	11	-3	14	20	3	-0.7	-1
O=C(Nc1ccc(C(F)(F)F)cc1)c1ccccc1	11	-1	1	-52	4	-63	4.0	-76
CCCCn1c(SCC(=O)N2CCCCC2C)nc2cc(S(N)(=O)=O)ccc21 (stereo unspecified)	-3	-8	-1	6	-28	18	-0.7	4
CN(C)S(=O)(=O)c1cccc(COC(=O)CN2C(=O)NC3(CCCC3)C2=O)c1	3	-9	-4	8	-6	3	0.5	0
O=c1c2ccccc2nc(/C=C/c2cccc([N+](=O)[O-])c2)n1CCO	5	15	-1	22	8	0	-1.2	-2
CCC(=O)N1CCc2cc(S(=O)(=O)CCC(=O)NCc3ccc(OC)cc3)ccc21	-7	-11	-2	-6	-10	8	-0.9	7
CCc1nnc(NC(=O)C(c2ccccc2)c2ccccc2)s1	3	-11	-1	13	-24	5	0.6	13
O=C(c1cc2nc(-c3ccccc3)cc(C(F)(F)F)n2n1)N1CCOCC1	4	11	0	8	18	3	5.0	-38
Brc1ccccc1OCCCN1CCCCCC1	6	-5	1	1	-3	-4	-2.1	-1
O=C(Cn1ncc2c1-c1ccccc1OC2)N(Cc1ccco1)C1CCCCC1	7	27	-2	-32	13	-18	4.1	3
Cc1ccc(NC(=O)C2CCN(S(=O)(=O)c3c(C)n[nH]c3C)CC2)nc1	1	3	-2	23	-11	13	1.0	4
O=C(OCCN=C1NS(=O)(=O)c2ccccc21)c1cccs1	1	-6	-1	-8	-4	24	0.7	2
CC(C)CC[n+]1ccccc1/C=C/c1ccc(N(C)C)cc1	12	5	3	80*	23	29	6.6	90*
C=C[C@@H]1c2ccccc2N(S(=O)(=O)c2ccc(C)cc2)[C@H](c2ccccc2C(F)(F)F)C1(C#N)C#N	18	22	-1	24	12	11	-0.4	6
CC(C(=O)N1CC2(C)CC1CC(C)(C)C2)N1C(=O)c2ccccc2C1=O (stereo unspecified)	16	20	1	16	19	5	1.2	-11
c1coc(CNc2nc3sc4c(c3c3ncnn23)CCCC4)c1	30	47	1	-3	35	-8	4.9	-9
COCC(=O)N(CCc1ccc(OC)cc1)Cc1nc2ccccc2c(=O)[nH]1	23	-9	1	-2	-10	-8	-0.4	4
CN(Cc1cn(C)nc1-c1ccccc1F)CC1CCN(Cc2ccccc2)CC1	-6	-4	-1	34	16	10	1.2	-13
CCC(C)NC(=O)c1ccc2nc(-c3ccc(OC)c(OC)c3)c(-c3ccc(OC)c(OC)c3)nc2c1 (stereo unspecified)	5	3	-3	23	2	10	1.8	-15
CCN(C(=O)COC(=O)/C=C/c1ccco1)C1CCCCC1	4	20	2	2	3	3	0.6	0
Cc1cc(C)c(S(=O)(=O)c2ccc(Cl)cc2C)c(Cl)n1	-2	6	2	-4	10	-24	-0.5	8
O=C(Nc1cccc(-c2cccc(Cl)c2)c1)C1CCN(CC2CCOC2)CC1 (stereo unspecified)	-28	25	3	41	-19	-1	2.5	-9
Cc1ccc(S(=O)(=O)N2C(=O)C(c3ccccc3)SC2=Nc2ccccc2)cc1 (stereo unspecified)	13	20	-1	25	22	24	-0.1	-3
Cc1csc2ncc(C(=O)NCc3ccccc3Cl)c(=O)n12	4	36	-1	12	35	15	-1.0	4
CC(C)(CN1CCCC1)NS(=O)(=O)c1ccccc1	-12	11	2	2	9	7	-0.3	-4
CC1(C)CN(c2cccc(-c3ccnc4ncnn34)c2)C1=O	2	15	0	22	5	13	-0.4	8
Cc1nn(-c2ccccc2)c(C)c1CCC(=O)O	-5	0	0	-9	-3	-50	0.5	-7
Cc1cccc(NC(=O)CSc2nnc(C)c(C)n2)c1	-4	13	-1	11	15	0	0.6	3
CC1(C)CC(NC(=O)C2CCN(S(=O)(=O)c3ccccc3C(F)(F)F)CC2)CC(C)(C)N1	-2	7	-5	-4	11	3	-3.7	-22
CCN(CC(=O)NCc1ccc(Cl)cc1)C(=O)CSCC(=O)Nc1ccc(OC)cc1	-11	-15	-2	14	-21	10	0.7	5
CCOC(=O)C1=C(C)NC(C)=C(C(=O)OCC)C1C(=O)OCC(=O)N1CCOCC1	0	8	-1	20	-2	15	0.0	0
Cc1ccccc1CC(=O)NC1CCCc2ccccc21 (stereo unspecified)	-11	13	-2	-14	0	-23	-1.1	-6
CCc1cc(C(=O)c2ccc(OC)cc2)c(NC(=O)CN2CCN(C)CC2)s1	15	15	3	39	18	-12	0.6	-15
C=CCN(C(=O)CNS(=O)(=O)c1ccccc1)C(C(=O)NCCOC)c1cccnc1 (stereo unspecified)	-2	-2	-2	8	-13	7	-0.8	7
Cc1ccc(NC(=O)[C@@H]2CCCN2C(=O)c2cccs2)cc1S(=O)(=O)N1CCCCC1	-8	2	-2	-6	3	-2	1.5	-2
COc1ccc(N2CCN(C(=O)CSc3nnc4c5cc(C)ccc5n(C)c4n3)CC2)cc1	2	8	-1	17	3	11	1.4	14
Cc1cc(C)nc(S/C=C/C(=O)c2ccccc2F)n1	53*	64*	0	26	43*	-50	73*	17
CCN(CC)CCCNC(=O)C1CCN(c2ncnc3c2sc2cccc(F)c23)CC1	11	21	0	21	2	-3	-1.3	-21
CCCc1nn(C)c2c(=O)[nH]c(-c3cc(S(=O)(=O)Nc4ccc(NC(C)=O)cc4)ccc3OCC)nc12	-14	0	2	-6	8	9	2.1	3
CCC(C)NS(=O)(=O)c1ccc(OCC(=O)Nc2ccc3c(c2)OCCO3)cc1 (stereo unspecified)	0	11	0	20	0	13	0.3	15

# Going on with the list:
mol	TIM10 inh	tim23-1 inh	XBP1 UPR activ	Mdm2 MdmX PPI	tim10-1 inh	697 NFkB inh	UPR CHOP act	Jurkat NFkB inh
CCOC(=O)C1Cc2ccccc2C(=O)O1 (stereo unspecified)	4	6	4	17	0	-14	-0.1	3
CC(=O)c1ccc(-c2ccc(C(=O)Nc3nc(-c4ccccn4)cs3)o2)cc1	-12	0	1	91*	1	-37	5.3	-127
COc1cc(/C=N/n2c(C)nc3ccccc3c2=O)cc(OC)c1O	11	12	0	7	18	6	0.8	-4
Clc1cccc(Cl)c1COc1ccccc1CNn1cnnc1	12	17	4	-7	-6	-32	0.0	-5
CCO[C@H]1OC(C(=O)N2CCN(Cc3ccc4c(c3)OCO4)CC2)=C[C@@H](C2CC2)[C@@H]1CCCO	4	-9	0	11	-19	-8	-2.7	-3
Cc1ccc(NC(=S)N2CCSC2c2cccs2)cc1 (stereo unspecified)	8	39	-2	25	39	7	2.6	-3
O=C(O)C1CCCCC1C(=O)NCc1ccc(F)cc1 (stereo unspecified)	-5	-2	1	6	-5	21	2.1	3
Cc1cc(C)c2c(c1)C1C=CCC1C(c1ccc(S(=O)(=O)N3CCOCC3)cc1)N2 (stereo unspecified)	0	14	-2	10	16	10	-1.3	-8
CN(C(=O)COC(=O)c1ccc(C#N)cc1)c1ccccc1	11	18	-5	5	12	-12	-0.5	-38
COc1cc(/C=N/NC(=O)COc2ccccc2[N+](=O)[O-])ccc1OC(=O)c1ccco1	15	20	5	-60	22	-8	2.6	3

# Reformatted: results already given
Cc1ccc(NC(=S)N2CCSC2c2cccs2)cc1 (stereo unspecified)
  TIM10 inh: 8; tim23-1 inh: 39; XBP1 UPR activ: -2; Mdm2 MdmX PPI: 25; tim10-1 inh: 39; 697 NFkB inh: 7; UPR CHOP act: 2.6; Jurkat NFkB inh: -3

O=C(O)C1CCCCC1C(=O)NCc1ccc(F)cc1 (stereo unspecified)
  TIM10 inh: -5; tim23-1 inh: -2; XBP1 UPR activ: 1; Mdm2 MdmX PPI: 6; tim10-1 inh: -5; 697 NFkB inh: 21; UPR CHOP act: 2.1; Jurkat NFkB inh: 3

Cc1cc(C)c2c(c1)C1C=CCC1C(c1ccc(S(=O)(=O)N3CCOCC3)cc1)N2 (stereo unspecified)
  TIM10 inh: 0; tim23-1 inh: 14; XBP1 UPR activ: -2; Mdm2 MdmX PPI: 10; tim10-1 inh: 16; 697 NFkB inh: 10; UPR CHOP act: -1.3; Jurkat NFkB inh: -8

CN(C(=O)COC(=O)c1ccc(C#N)cc1)c1ccccc1
  TIM10 inh: 11; tim23-1 inh: 18; XBP1 UPR activ: -5; Mdm2 MdmX PPI: 5; tim10-1 inh: 12; 697 NFkB inh: -12; UPR CHOP act: -0.5; Jurkat NFkB inh: -38
